# Source: PubChem BioAssay (several laboratories)
# OPRM1-OPRD1 ag – OPRM1-OPRD1 heterodimerization agonism. P35372+P41143. cells, luminescence. activation, % at 9.3 µM. 0.3% of 340,000 active. AID 504326; in the data active = activation above about 18%;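 note: 0% = vehicle-treated cells and 100% = reference agonist; values of inactives mirror those of a sister screen read the other way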
# PfHsp90 set2 – reduces growth (ATP signal) of yeast expressing P. falciparum Hsp90 | inhibition, % at 9.4 µM | AID 504621 | 0.32% of 310,000 active | S. cerevisiae expressing PfHsp90, BacTiter-Glo ATP, 48 h; yeast lacking PDR1 and PDR3 efflux regulators;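 active = every replicate shows inhibition above about 80%, whatever the replicate mean, limit read from the data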;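 note: 0% = DMSO neutral controls and 100% = 20 µM radicicol positive controls; yeast relying on Plasmodium falciparum Hsp90 in place of its own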
# Tat export inh – inhibitors of E. coli Tat protein transport | E. coli MC4100 TorA-mCherry Tat export, fluorescence | inhibition, % at 10 µM | 0.036% of 340,000 active | AID 488895;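 active = mean replicate inhibition at least 50% and at least half of replicates individually reaching 50%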;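 note: exported cargo escapes ClpAP degradation while cytoplasmic cargo is degraded and loses fluorescence; 0% = median of neutral control wells and 100% = median of NaSCN control wells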
# OPRM1-OPRD1 inv – inverse agonists of human mu-delta opioid receptor heterodimerization. 0.21% of 340,000 active. cell-based MOR-DOR heterodimer luminescence, inverse agonism. AID 504357. P35372+P41143. inhibition, % at 9.3 µM; in the data active = inhibition above about 22%, passing the limit was not always enough;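 note: 0% = cells with DMSO and 100% = wells without cells with DMSO; values of inactives mirror those of a sister screen read the other way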
# Ecoli viability – counter-screen for AddAB inhibitors: E. coli growth inhibition. 0.27% of 330,000 active. inhibition, % at 11.9 µM. E. coli V3065 growth, OD600 absorbance, 18 h;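 active = inhibition above the campaign's mean inhibition across all tested compounds plus 3 SD, cut at about 9.9% in these data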;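 note: uninfected addAB+ strain grown without phage in ampicillin broth; 0% = DMSO wells and 100% = ciprofloxacin 0.95 µg/ml wells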
# SUMO Mot1 rescue – SUMOylation pathway inhibition by Mot1-301 growth rescue; S. cerevisiae Mot1-301 growth rescue, ATP luminescence, 38.5C; percent above DMSO median, 100 means doubled; growth rescue, % at 18.8 µM; 1% of 320,000 active; AID 2716;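 active = every valid replicate shows activation above 250% relative to neutral control wells; inactive = the rest, any valid replicate at or below 250%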;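 note: OY570 slx delta 5 strain wells were the positive control but not used for scaling; some compounds called inactive have numbers as strong as hits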
# Arrestin-AP2 inh – blocks beta-arrestin peptide binding to AP2 adaptin; FITC-arrestin peptide / GST-AP2 beads, flow cytometry; AP2 beta2 appendage carries R879A mutation; inhibition, % at 10 µM; AID 504490; 0.31% of 340,000 active;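 active = inhibition above a set limit, near 3 SD of compounds lacking own fluorescence, cut at about 54% in these data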;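 note: plate controls were DMSO wells for no effect and 5 µM unlabelled arrestin peptide for full effect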
#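 Test system: GST-tagged AP2 beta2-adaptin appendage (R879A) on 4 µm glutathione beads; also added: fluorescein-tagged arrestin peptide at 50 nM final; timing: 12 min plus 1 h, RT; signal: flow cytometry, FL1 (488/535 nm); read-out: percent drop in bead-associated FITC signal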
# AddAB inh – less growth of phage-infected E. coli with AddAB; E. coli expressing H. pylori AddAB, absorbance growth; inhibition, % at 11.9 µM; 0.29% of 330,000 active; AID 435030; in the data active = inhibition above about 12%;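 note: 0% = vehicle wells of infected cells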
# DSG3 Ab inh – inhibitors of pemphigus antibody binding to human desmoglein-3; DSG3-coupled beads, scFv-anti-DSG3-GFP binding, flow cytometry; stronger effect = lower value; binding (percent of control), % at 10 µM; P32926; 0.48% of 310,000 active; AID 588358;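 active = binding more than 3 SD below its plate's average and above zero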;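 note: hits lower antibody fragment binding to DSG3; some compounds called inactive have numbers as strong as hits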
# Target sequence (P32926 whole entry, looked up, the tested form may be a part): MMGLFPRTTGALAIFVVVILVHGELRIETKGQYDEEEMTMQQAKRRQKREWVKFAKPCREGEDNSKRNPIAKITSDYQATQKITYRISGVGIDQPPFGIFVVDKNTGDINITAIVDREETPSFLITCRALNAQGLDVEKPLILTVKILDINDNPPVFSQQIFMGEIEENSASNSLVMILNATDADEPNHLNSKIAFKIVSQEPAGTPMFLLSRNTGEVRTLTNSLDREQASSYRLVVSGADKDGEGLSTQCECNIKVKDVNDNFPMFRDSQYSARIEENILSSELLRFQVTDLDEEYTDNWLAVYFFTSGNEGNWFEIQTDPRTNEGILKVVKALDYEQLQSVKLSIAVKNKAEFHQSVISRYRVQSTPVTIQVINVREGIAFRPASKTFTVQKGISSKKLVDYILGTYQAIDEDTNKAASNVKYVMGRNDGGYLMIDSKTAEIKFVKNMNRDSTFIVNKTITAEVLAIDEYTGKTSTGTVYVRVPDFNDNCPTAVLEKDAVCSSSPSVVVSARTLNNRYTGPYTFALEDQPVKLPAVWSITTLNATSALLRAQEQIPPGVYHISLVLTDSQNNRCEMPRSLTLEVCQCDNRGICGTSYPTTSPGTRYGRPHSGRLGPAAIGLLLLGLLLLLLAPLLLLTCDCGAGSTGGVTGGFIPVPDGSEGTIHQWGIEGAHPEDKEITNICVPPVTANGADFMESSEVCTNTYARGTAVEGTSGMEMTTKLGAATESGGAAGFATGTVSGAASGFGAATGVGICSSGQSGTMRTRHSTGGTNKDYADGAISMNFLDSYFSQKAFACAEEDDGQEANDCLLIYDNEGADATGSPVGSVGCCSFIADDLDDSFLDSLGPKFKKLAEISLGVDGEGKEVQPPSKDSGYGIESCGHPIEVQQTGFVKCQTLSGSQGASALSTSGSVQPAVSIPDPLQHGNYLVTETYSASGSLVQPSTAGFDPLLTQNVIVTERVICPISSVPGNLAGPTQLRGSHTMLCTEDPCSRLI
# phage Ecoli inh – E. coli growth loss with phage present; 0.26% of 360,000 active; inhibition, % at 11.9 µM; AID 651602; growth absorbance; in the data active = inhibition above about 11%
# PKA-R1A activ – PKA-R1A complex activation; P00514+P68181; PKA-R1A dissociation, Cy5-IP20 fluorescence polarization; scaled: DMSO 0%, 113 µM cGMP 100%; activation, % at 11.4 µM; 0.083% of 340,000 active; AID 504707;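 active = percent activation above the mean of all tested compounds plus 3 SD, cut at about 19% in these data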;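 note: higher means more PKAc released from R1A so a rise in polarization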
# Numbers without * were called inactive; nt = not tested or not shown.
SMILES,OPRM1-OPRD1 ag,PfHsp90 set2,Tat export inh,OPRM1-OPRD1 inv,Ecoli viability,SUMO Mot1 rescue,Arrestin-AP2 inh,AddAB inh,DSG3 Ab inh,phage Ecoli inh,PKA-R1A activ
O=C(NCC1COc2ccccc2O1)C1(c2ccccc2)CCCC1 (centres undefined),-0.9,-41,-2,5,0.0,-5,-2,-0.9,101,3.4,-5
O=C(Nc1ccccc1F)c1cnccn1,-2.0,16,7,11,2.9,28,7,1.9,104,3.7,-7
CN(C(=O)CSc1nnc(-c2ccccc2F)n1N)C1CCCCC1,-1.8,nt,15,8,0.9,49,-4,0.3,nt,0.6,6
CC1CC(=O)Nc2ccccc2N1S(=O)(=O)c1cccs1 (centres undefined),nt,nt,nt,nt,-0.7,51,-9,0.6,103,1.2,nt
Cc1c(C(=O)OCC(=O)N2CCCCC2C)oc2ccccc12 (centres undefined),-1.1,-7,2,5,1.9,-2,13,3.9,106,1.1,-7
O=C(c1ccc(Cl)s1)N(Cc1nnc(-c2ccccc2Cl)o1)C1CC1,0.7,14,4,-5,-0.3,1,-10,-1.2,105,1.1,-4
CC(=O)Nc1nnc(SCC(=O)N2CCCc3ccccc32)s1,-1.4,-1,-8,7,1.4,-1,-12,2.6,97,2.1,4
C/C(CC(=O)NCc1ccc(Cl)cc1)=N\NC(=O)c1ccccc1F,-2.9,-29,-2,15,-0.4,nt,1,-1.9,83,0.4,10
NC(=O)CCN1CCN(Cc2cn[nH]c2-c2cccc3ccccc23)CC1,-2.6,7,-2,13,-0.4,107,4,2.9,100,4.5,-12
Cc1cc(-n2c(C)cc(C(=O)CSc3nncn3C)c2C)no1,-3.1,-11,4,16,2.2,-14,-3,-1.4,125,1.6,-6
COc1ccccc1N/C(N)=N/c1nc(C(F)(F)F)cc(=O)[nH]1,-1.2,-2,-1,6,-1.2,30,-9,-1.8,107,4.2,-1
CCO[C@@H]1OC(C(=O)Nc2ccccc2)=C[C@H](c2ccccc2)[C@H]1CCCO,-3.2,-2,-1,18,-1.1,-3,3,-0.8,103,1.0,2
CCOC(=O)/C=C1\SCC(=O)N1CC(=O)NCc1cccc(Cl)c1,1.4,3,3,-10,-0.2,-22,-5,5.4,86,2.8,-2
O=C(Oc1ccccc1N1CCOCC1)c1ccccc1,-2.8,19,-7,14,0.3,54,11,1.6,98,2.9,6
CC(=O)Nc1ccc(C(=O)NC2CCSc3ccccc32)cc1 (centres undefined),-3.6,-15,-1,18,-0.4,151,-10,-3.0,103,0.9,4
Cn1c(=O)c2ncn(CC(=O)NCCOCc3ccccc3Cl)c2n(C)c1=O,nt,22,-5,nt,0.3,456,-1,0.3,nt,2.1,-11
CCOC(=O)c1c(C)[nH]c(C)c1S(=O)(=O)N(C)CC(=O)Nc1cccc(F)c1,-3.5,23,2,18,-3.5,98,-11,-0.9,nt,2.4,-6
Cc1ccc(NS(=O)(=O)c2cccc(C(=O)N3CCOCC3)c2)cc1,-2.8,1,-5,15,3.7,nt,4,-1.0,99,2.0,4
O=C(NC1CCN(Cc2ccccc2)CC1)c1ccccc1Cl,2.7,3,-3,-13,-2.5,13,38,0.6,116,4.7,0
Cc1cc(C)nc(NS(=O)(=O)c2ccc(N=Cc3c(C)[nH]n(-c4ccccc4)c3=O)cc2)n1,-0.5,-1,6,3,3.5,-4,12,1.9,96,2.4,-3
CN(Cc1ccccc1)C(=O)c1cc(-c2ccc(Br)cc2)on1,-1.7,25,-7,9,0.3,8,-4,1.0,97,2.4,-9
Cc1ccc(NC(=O)CCn2cc(C(F)(F)F)ccc2=O)cc1,nt,nt,nt,nt,-1.3,-30,22,-0.8,99,5.9,nt
Cc1ccccc1Nc1c(-c2ccc(N3CCOCC3)cc2)nc2ncccn12,-1.8,7,-8,9,0.0,nt,2,4.1,91,1.1,-4
c1ccc(Cn2nnc3c(N4CCN(Cc5ccc6c(c5)OCO6)CC4)ncnc32)cc1,1.4,7,6,-7,1.2,24,8,2.6,94,1.9,4
COc1ccc(NC(=O)Nc2cccc3c2O[C@H](CN(C)S(=O)(=O)c2ccccc2)[C@@H](C)CN([C@H](C)CO)C3=O)cc1,-2.7,nt,0,15,2.8,6,3,2.4,101,0.2,4
# Continued:
SMILES,OPRM1-OPRD1 ag,PfHsp90 set2,Tat export inh,OPRM1-OPRD1 inv,Ecoli viability,SUMO Mot1 rescue,Arrestin-AP2 inh,AddAB inh,DSG3 Ab inh,phage Ecoli inh,PKA-R1A activ
Cc1ccc(N(CC(=O)NCc2ccncc2)S(C)(=O)=O)cc1,-2.0,-11,-11,9,-1.0,2,8,2.1,119,-0.6,-8
CC(=O)Nc1ccc(NC(=O)C(C)OC(=O)c2ccc3[nH]c(C)c(C)c3c2)cc1 (centres undefined),-0.9,nt,-6,6,-0.8,53,57*,-0.3,102,1.0,-3
O=C(CCCOc1ccccc1)Nc1nnc(C2CCCO2)s1 (centres undefined),-1.3,nt,8,8,-0.4,0,22,-1.2,107,0.8,-6
COc1ccc(-c2cc(C)no2)cc1S(=O)(=O)NCCCN1CCN(c2ccccc2)CC1,0.2,8,-2,-1,0.4,230,18,-0.9,104,3.8,3
COC(=O)[C@H](CCSC)NC(=O)Cn1cnc2c(SC)nc(N)nc21,nt,1,-1,nt,-1.2,-25,3,1.5,104,0.7,-5
Cc1ccc(-c2csc3nc4ccc(C(=O)NCCO)cc4c(=O)n23)cc1,-1.6,-15,6,9,1.7,-2,4,3.6,96,-1.4,2
CC(=O)Nc1cccc(NC(=O)CCn2c(=O)sc3ccccc32)c1,-1.2,-4,-2,7,1.4,0,-11,4.6,nt,3.2,9
Cc1ccc(S(=O)(=O)N2CCC(C(=O)N3CCC(C(=O)NCC4CCCO4)CC3)CC2)cc1 (centres undefined),-1.5,2,-7,8,2.0,7,0,2.5,101,3.7,2
CCc1ccc(CCC(=O)Nc2nc(CC(C)=O)ns2)o1,-1.0,nt,11,5,0.1,-8,22,0.5,88,1.2,-4
OC[C@@H]1[C@@H](c2ccccc2)C(c2ccccc2)=NN1c1ccccc1,6.1,18,5,-30,0.4,nt,1,1.5,112,0.1,-3
Cc1ccc(-c2nnc(COC(=O)c3cc(=O)[nH]c4ccccc34)o2)cc1,-1.8,-6,-3,9,-0.6,0,-2,-1.6,109,-3.2,5
CCc1cc(C(=O)N(C)CC(=O)Nc2c(Cl)cccc2Cl)sc1C,-2.5,-12,-3,9,-1.1,5,10,2.2,106,2.1,2
CN(CC(=O)NNC(=O)CCNS(=O)(=O)c1ccccc1)S(=O)(=O)c1ccc(Cl)cc1,-2.3,13,-13,12,0.9,5,-8,0.5,100,0.8,-8
O=C(C1CCCN(CCCc2ccccc2)C1)N1CCCCCC1 (centres undefined),3.5,11,-6,-17,-0.7,7,20,2.5,nt,4.5,6
CCOCCCNC(=O)C(NC(=O)c1ccc(NC(C)=O)cc1)c1ccc(C)cc1 (centres undefined),-2.2,7,2,12,-1.6,0,-2,-2.0,103,2.5,-6
NC(=O)c1ccc(NC(=O)COC(=O)C2CC3C=CC2C3)cc1 (centres undefined),-2.4,24,1,12,-1.6,3,26,-1.3,94,4.4,6
COc1ccc(CNC(=O)C(C)Cc2ccccc2)cc1O (centres undefined),-3.3,2,1,18,0.9,-3,-6,3.2,104,2.5,-7
CC1(C)C=Cc2c(c3c(c4c(=O)c(-c5ccc(O)cc5)coc24)OC(C)(C)CC3)O1,1.1,-49,-4,-5,-1.2,134,6,3.5,nt,2.6,3
COc1ccc(/C(O)=C(\C#N)c2nc3ccccc3n2C)cc1OC,-2.3,0,-2,12,-0.5,70,-4,-1.0,98,0.4,-5
CCN(CC(=O)Nc1c(F)cccc1F)C(=O)c1ccc(S(=O)(=O)N2CCCCC2)cc1,-2.0,nt,1,11,-0.9,3,-3,-0.2,94,1.5,7
CCOc1ccc(CNC2CCCCCCC2)cc1OC,-0.2,17,-1,1,0.9,143,-8,3.0,114,2.4,11
O=C(NCCSc1c[nH]c2ccccc12)c1ccc(Br)o1,0.2,-24,-1,-1,-0.9,-31,5,1.5,84,3.0,-8
COC(=O)C(CC(=O)c1ccc(C)cc1)n1cccn1 (centres undefined),-1.9,8,2,10,-0.7,15,7,3.8,117,2.4,1
CC(=O)NN1C(=O)c2ccccc2NC1c1ccco1 (centres undefined),-1.9,19,-13,9,0.5,-8,15,2.5,108,0.9,3
O=C(CCc1ccc(S(=O)(=O)NCCc2ccccc2)cc1)N1CCN(Cc2ccc3c(c2)OCO3)CC1,0.7,30,11,-4,1.0,-11,4,6.5,107,1.3,0
# Following part:
SMILES,OPRM1-OPRD1 ag,PfHsp90 set2,Tat export inh,OPRM1-OPRD1 inv,Ecoli viability,SUMO Mot1 rescue,Arrestin-AP2 inh,AddAB inh,DSG3 Ab inh,phage Ecoli inh,PKA-R1A activ
Cc1ccc(/C=C/C(=O)O)cc1S(=O)(=O)N(CCO)CCO,-3.9,-5,4,20,-2.1,390*,0,2.8,110,2.4,-3
COC(=O)c1sc2ccccc2c1-n1cccc1C(=O)C(=O)Nc1ccccc1,1.5,7,26,-6,-1.3,-9,-2,4.5,114,3.0,-11
Cc1cc(NC(=O)c2ccccc2C)no1,2.3,2,5,-12,0.4,-2,14,0.3,115,5.4,-1
COc1ccc(S(=O)(=O)Nc2ccc(-c3ccc4nncn4n3)cc2)c(OC)c1,-0.1,25,-6,1,-0.3,-20,-15,-0.2,105,0.7,2
O=C(c1cc2ccccc2oc1=O)N1CCN(c2ccccn2)CC1,-2.2,14,-2,12,1.1,-10,-3,2.5,nt,-0.6,2
O=C(NCc1ccc2c(c1)OCO2)c1ccc(CS(=O)Cc2cccc(Cl)c2)o1 (centres undefined),-3.0,4,-2,16,-3.9,5,1,1.3,102,2.2,-14
CCCc1cc(=O)oc2c3c(cc(OCC(=O)N[C@@H](C)C(=O)O)c12)OC(C)(C)CC3,-3.1,-13,-3,14,-0.4,0,-19,-1.1,nt,0.9,10
CN1CCN(C(=O)CCN2C(=O)/C(=C\c3ccccc3F)SC2=S)CC1,-0.8,-8,-3,4,-1.2,-5,-8,2.5,104,-1.8,1
O=c1c(O)c(-c2ccccc2)oc2ccccc12,-1.6,-13,0,8,nt,nt,0,nt,nt,10,-4
Clc1ccc2c(c1)-c1[nH]ncc1CS2,1.4,-32,13,-7,-0.5,-16,6,2.0,nt,1.2,-3
Cc1ccc(-c2cc(Cc3ccccn3)c(=O)[nH]n2)cc1,-1.9,-1,-5,9,0.3,-24,25,1.4,113,2.1,-10
C=CCn1c(=S)[nH]c2nc3c(cc2c1=O)CCCC3,-3.0,-7,1,17,1.9,46,10,2.1,105,-0.6,-6
O=C(COc1ccccc1-c1ccccc1)N/N=C/c1ccncc1,2.2,-9,14,-12,1.1,nt,-6,0.5,101,2.8,-2
